Assay outcomes: PubChem BioAssay, several laboratories
OX1R antag-1: human HCRTR1 antagonism | inhibition, % at 5 µM | O43613 | CHO/OX1R cells, Fluo-8 calcium fluorescence, orexin A | AID 434989 | 330,000 tested, 0.43% active;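 active means inhibition above its plate's threshold, mean inhibition of all tested compounds on the plate plus 3 SD, cut at about 37% in these data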;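 further: 0% = orexin A challenge wells and 100% = SB-334867-A antagonist wells; not every result past the cut was called active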
OX1R antag-2: OX1R (human) antagonism. OX1R-expressing cells, FRET antagonist read-out. inhibition, % at 6.6 µM. 330,000 tested, 1.8% active. AID 485270; in the data active means inhibition mostly above about 38%, no sharp cut-off; inactive means mostly below about 40%;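 further: 0% = agonist challenge alone and 100% = reference antagonist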
STK33 kinase inh: blocks human STK33 kinase activity; AID 2661; 320,000 tested, 0.073% active; Q9BYT3; inhibition, % at 10 µM; purified STK33, MBP phosphorylation, ADP-Glo luminescence;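 active means inhibition at or above 25%, using the most active replicate where run in duplicate; inactive means inhibition below 25%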
Target sequence (Q9BYT3 whole entry, looked up): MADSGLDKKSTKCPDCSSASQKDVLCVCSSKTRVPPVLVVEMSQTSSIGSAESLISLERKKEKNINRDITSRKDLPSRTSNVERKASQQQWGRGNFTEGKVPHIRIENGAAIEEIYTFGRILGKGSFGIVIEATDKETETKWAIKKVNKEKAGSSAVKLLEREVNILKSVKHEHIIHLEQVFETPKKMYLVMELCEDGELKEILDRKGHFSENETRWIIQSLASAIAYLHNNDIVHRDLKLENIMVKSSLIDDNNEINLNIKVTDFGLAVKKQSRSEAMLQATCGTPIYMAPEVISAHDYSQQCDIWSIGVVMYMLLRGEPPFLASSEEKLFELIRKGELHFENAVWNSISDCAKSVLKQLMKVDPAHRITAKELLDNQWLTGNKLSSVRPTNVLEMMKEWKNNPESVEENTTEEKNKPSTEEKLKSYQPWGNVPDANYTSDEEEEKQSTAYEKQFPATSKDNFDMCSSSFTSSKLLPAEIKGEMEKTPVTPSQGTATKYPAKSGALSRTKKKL
Active calls of the source: *; x = no result given.

SMILES | OX1R antag-1 | OX1R antag-2 | STK33 kinase inh
COc1cccc(-c2nnc3sc(-c4ccc(C)cc4)nn23)c1 | -14 | 12 | -1.0
CN1CCN(Cc2nc3ccccc3c(=O)n2Cc2nc(-c3ccccc3F)cs2)CC1 | -27 | 2 | 0.9
CCOC(=O)c1c(NC(=S)Nc2ccc(OC)cc2)sc2c1CCCCC2 | -17 | -3 | -1.8
S=C1NCCOCCOCCOCCOCCN1 | 14 | 10 | -0.6
CCC(=O)Nc1cccc(C2=NOC3(C2)C[C@H](C(N)=O)N(C(=O)Cc2ccc([N+](=O)[O-])cc2)C3)c1 (stereo not given in full) | 2 | 22 | 0.1
CCC(C)NC(=O)Nc1ccc(C)cc1C (stereo not given) | -5 | 3 | 2.0
COc1ccc(NC(=O)CC(C)(C)C)c([N+](=O)[O-])c1 | -12 | 5 | -1.9
CC(OC(=O)/C=C/c1cccs1)C(=O)Nc1ccc(S(N)(=O)=O)cc1 (stereo not given) | 0 | 10 | -0.1
CCOCCCN1CC(C(=O)NCCc2ccccc2)CC1=O (stereo not given) | -13 | 17 | -1.6
CNC(=O)CSc1nc2nc(C)cc(C)n2n1 | -10 | 12 | -0.7
Cc1ccc(C(=O)Nc2ccccc2-c2ccccc2)cc1S(=O)(=O)Nc1ccccc1 | 13 | 6 | -1.8
Cc1ccc(OCC(=O)OCc2nc3scc(-c4ccccc4)c3c(=O)[nH]2)cc1C | -28 | 3 | -1.5
COC(=O)c1ccc(CNC(=O)c2cc3ccccc3oc2=O)cc1 | -3 | 7 | -1.1
CC(C)C(=O)N1CCC2(CC1)Oc1ccc(Cl)cc1C(=O)C21CC(c2cccnc2)=NO1 (stereo not given) | -25 | 30 | 1.3
O=C(O)CSc1nnc(-c2ccncc2)n1C1CCCCC1 | 0 | 9 | -0.4
CCOC(=O)C1=C(C)C(c2ccc(OC)cc2)NC(=O)N1 (stereo not given) | 3 | 8 | -0.1
CCOC(=O)C1CCN(Cc2cn[nH]c2-c2ccccc2)CC1 | -16 | 13 | 0.6
COc1ccccc1C(=O)NC(=O)COC(=O)C1CCC1 | -17 | 0 | -0.6
Cc1c(C(=O)N2CCCC(C)C2)sc2ncnc(N3CCCCC3C)c12 (stereo not given) | -40 | 21 | -1.4
O=C(c1ccc(S(=O)(=O)Nc2ccccc2F)cc1)N1CCN(c2ccccn2)CC1 | 8 | 24 | x

Quoted at random: two compounds from above
SMILES | OX1R antag-1 | OX1R antag-2 | STK33 kinase inh
CCOC(=O)C1=C(C)C(c2ccc(OC)cc2)NC(=O)N1 (stereo not given) | 3 | 8 | -0.1
CCC(C)NC(=O)Nc1ccc(C)cc1C (stereo not given) | -5 | 3 | 2.0

Next part
SMILES | OX1R antag-1 | OX1R antag-2 | STK33 kinase inh
CCc1ccc(N2CCN(CCNC(=O)Nc3ccc(OC)cc3)CC2)cc1 | -9 | 13 | -2.0
CC1CCCN(CC(=O)Nc2cccc([N+](=O)[O-])c2)C1 (stereo not given) | -14 | 12 | -1.1
O=C(CSc1ccc2c(c1)OCCO2)Nc1cccnc1 | 2 | 29 | -0.3
C(=C\c1ccccc1)/CSc1nnc(-c2cccnc2)o1 | -17 | 2 | -1.5
Cc1nn(C)c(C(=O)N/N=C/c2cccc3ccccc23)c1Cl | -15 | 14 | -2.0
Cc1cccc(-n2ncc3c(NCc4cccnc4)ncnc32)c1 | -14 | 1 | 1.7
CCc1nnc(NC(=O)CN2C(=O)c3ccccc3S2(=O)=O)s1 | -6 | 8 | -0.3
O=C1CC(Sc2nnc(-c3ccccc3)o2)C(=O)N1c1ccccc1 (stereo not given) | -6 | 26 | -0.9
COC(=O)CC/C(O)=C1\C(=O)CC(C)(C)CC1=NCc1nc2ccccc2[nH]1 | -22 | 16 | -0.8
COc1ccc(CNS(=O)(=O)CCNC(=O)c2ccc3c(c2)OCO3)cc1 | 8 | 2 | 0.0
Cc1ccc(NC(=O)C2CCCN(S(=O)(=O)c3c(C)noc3C)C2)nc1 (stereo not given) | -28 | 22 | -0.2
CN(CC(=O)NC1CCN(Cc2ccccc2)CC1)S(=O)(=O)c1ccc(Br)s1 | -24 | 16 | -0.2
COc1ccc(NC(=O)c2cnc(SCC(=O)NCCc3ccccc3)n(C)c2=O)cc1 | -14 | 24 | -0.6
Cc1nc(NC(=O)c2ccc(Cl)cc2)sc1-c1csc(Nc2cccc(F)c2)n1 | 1 | 25 | 0.5
COCCCC1CCN(C(=O)CCc2nnc(CCCCc3ccccc3)o2)CC1 | 13 | 22 | 0.3
Cc1cccc2cc(/C=N/NC(=O)[C@H]3C[C@@H]3c3ccccc3)c(Cl)nc12 | -14 | 16 | -0.6
COCCCNC(=O)c1ccc2nc(Cc3ccc(OC)cc3)oc2c1 | -25 | 9 | 0.0
Cc1ccc(S(=O)(=O)NC(=O)COc2ccccc2C(N)=O)cc1 | -1 | 0 | 11
O=C(COC(=O)C1CSC2(c3ccc(F)cc3)CCC(=O)N12)NC(=O)NC1CCCC1 (stereo not given) | -27 | 6 | -0.5
Cc1cccc(C(=O)NNC(=O)/C=C/C(=O)O)c1 | 1 | 13 | -2.5
COc1ccc(C2(C(=O)NCCCN(C)C)CCOCC2)cc1 | 8 | 12 | -0.1
CCCC(c1nnnn1C1CCCC1)N1CCN(c2ccccc2F)CC1 (stereo not given) | -28 | 13 | 0.4
CCOC(=O)c1c(NC(=O)COc2ccccc2OCC)sc2c1CC(C)(C)NC2(C)C | -23 | 20 | 1.3
CC(=O)Nc1ccc(C(=O)N/N=C/c2ccncc2)cc1 | -12 | 24 | -1.2
O=C(Cn1cnc2ccccc2c1=O)N1CCN(S(=O)(=O)c2ccc(F)cc2)CC1 | -36 | 1 | -1.5
Cc1ccc2c(c1)C1CN(C)CCC1N2C(=O)c1cccc(S(=O)(=O)N2CC(C)CC(C)C2)c1 (stereo not given) | -34 | 4 | -0.9
Cc1cccc(C)c1N(CC(=O)Nc1cccc(N(C)S(C)(=O)=O)c1)S(C)(=O)=O | -13 | 40 | -3.0
COc1ccc(NS(=O)(=O)c2cc(NC(=O)/C=C/c3cccs3)ccc2N2CCOCC2)cc1 | 2 | 13 | -2.1
COc1cccc(NC(=O)CC2SC(=Nc3ccccc3)NC2=O)c1 (stereo not given) | -26 | 11 | 0.3
COc1cc(S(=O)(=O)N2CCN(c3ccccc3)CC2)ccc1Cl | -6 | 4 | -0.8
Cc1cc(C)cc(OCC(=O)Nc2ccc(S(=O)(=O)Nc3ccccn3)cc2)c1 | -21 | 20 | -3.0
CCCOc1ccc2ccccc2c1/C=N/n1cnnc1 | -33 | 14 | 0.0
CC(C)C(=O)NC(Nc1cccc([N+](=O)[O-])c1)C(Cl)(Cl)Cl (stereo not given) | -12 | 10 | -2.2
O=c1ccc2cc3ccoc3cc2o1 | -20 | 11 | -0.4
COc1cc(OC)c(C2Nc3ccccc3NC3=C2C(=O)CC(C)(C)C3)cc1OC (stereo not given) | -9 | 12 | -0.6
COc1ccc(C2=Nn3c(nnc3-c3ccccn3)SC2)cc1 | -88 | 15 | -1.3
Cc1cc(/C=N/NC(=O)C(=O)N2CCCC2)c(C)n1-c1cccc(Br)c1 | -29 | 16 | -1.9
Cc1ccccc1SC1CCN(Cc2nc(C3CC3)no2)CC1 | -19 | 4 | -1.1
O=P(COCCCCCOCP(=O)(c1ccccc1)c1ccccc1)(c1ccccc1)c1ccccc1 | -18 | 11 | -0.5
O=[N+]([O-])c1cccc(-c2csc(CS(=O)(=O)Cc3ccco3)n2)c1 | -24 | 11 | -6.9
CCCOc1ccc(Cc2c(O)nc(SC)[nH]c2=O)cc1C | -3 | 11 | -1.0
O=C(COC(=O)c1ccc(F)cc1F)Nc1cccnc1Cl | 11 | 7 | -0.5
OCC[n+]1ccc(/C=C/c2c[nH]c3ccccc23)cc1 | -6 | 41 | 2.0
O=C(O)/C(=C/c1ccco1)c1ccccc1 | -6 | 10 | 0.1
Cc1cc(NC(=O)CCS(=O)(=O)c2ccc(F)cc2)no1 | -26 | 5 | -0.1
O=C(NC1CCCCC1)C(c1ccc2ncccc2c1)N(Cc1ccc2c(c1)OCO2)C(=O)c1cccs1 (stereo not given) | 4 | 23 | 1.9
CN(C)CC/C=C1\c2ccccc2Sc2cc(F)c(Cl)cc21 | -14 | 7 | -4.0
COC(=O)c1ccccc1NS(=O)(=O)c1ccc(F)cc1 | -17 | 10 | 0.0
COc1ccc(-c2nnc3sc(-c4cccs4)nn23)cc1OC | -18 | 26 | -0.5
COc1ccc(N2C(=O)CS(=O)C(c3ccccc3)C2=O)cc1 (stereo not given) | -23 | 11 | 0.0
Cc1cc(C)cc(-n2c(C)cc(/C=C3\C(=N)N4N=C(CC(C)C)SC4=NC3=O)c2C)c1 | -20 | 6 | -0.6
O=C(CCCCCN1C(=O)CCC1=O)Nc1ccc2c(c1)OCCO2 | -14 | 34 | -0.8
COc1ccc(-c2noc(=O)n2CC(=O)N2CCC(Cc3ccccc3)CC2)cc1 | -18 | 14 | 0.2
CCCn1cc(S(=O)(=O)c2ccccc2)c(=O)c2cc(OC)c(OC)cc21 | -20 | 32 | -0.3
COCc1cc(=O)n2[nH]c(-c3ccsc3-n3c(C)ccc3C)cc2n1 | -9 | 11 | -1.4
COc1ccc(Br)cc1CNC(=O)CCc1nc(-c2ccccc2F)no1 | -17 | 41 | -2.6
COc1ccc(/C=N/NC(=O)NC23CC4CC(CC(C4)C2)C3)c(OC)c1 | -67 | -14 | 0.2
CN(C)CCP(=O)(c1ccccc1)c1ccccc1 | 2 | 16 | 0.7
Cc1cc(NC(=O)Cn2c(=O)n(Cc3ccccc3)c(=O)c3ccccc32)no1 | -13 | 13 | -1.3
O=Cc1ccc2noc(-c3ccc(Cl)cc3)c2c1 | -7 | 38 | 2.3

7 structures already listed, ordered by molar mass, high to low:
SMILES | OX1R antag-1 | OX1R antag-2 | STK33 kinase inh
Cc1cc(C)cc(-n2c(C)cc(/C=C3\C(=N)N4N=C(CC(C)C)SC4=NC3=O)c2C)c1 | -20 | 6 | -0.6
Cc1cc(NC(=O)Cn2c(=O)n(Cc3ccccc3)c(=O)c3ccccc32)no1 | -13 | 13 | -1.3
COc1ccc(/C=N/NC(=O)NC23CC4CC(CC(C4)C2)C3)c(OC)c1 | -67 | -14 | 0.2
COCc1cc(=O)n2[nH]c(-c3ccsc3-n3c(C)ccc3C)cc2n1 | -9 | 11 | -1.4
COc1ccc(N2C(=O)CS(=O)C(c3ccccc3)C2=O)cc1 (stereo not given) | -23 | 11 | 0.0
O=C(COC(=O)c1ccc(F)cc1F)Nc1cccnc1Cl | 11 | 7 | -0.5
CN(C)CCP(=O)(c1ccccc1)c1ccccc1 | 2 | 16 | 0.7

The list goes on:
SMILES | OX1R antag-1 | OX1R antag-2 | STK33 kinase inh
Cc1ccc(/C=N/NC(=O)c2ccco2)cc1 | -3 | 29 | 0.4
CCOc1cc(CNn2cnnc2)cc(Br)c1OCC(=O)NC(C)(C)C | -6 | 1 | -1.0
CCOC(=O)C1=C(C)NC(=S)NC1/C=C/c1ccccc1 (stereo not given) | -24 | 22 | 0.0
Cc1ccc2c(CC(=O)N3CCN(c4ccccc4)CC3)coc2c1 | 2 | 24 | -0.8

Random draw from the library; 2.2% or so of the library scored in one or more.
